UGM FP inh – blocks M. tuberculosis UGM enzyme; AID 504406; inhibition, % at 10 µM; purified UGM, fluorescence polarization probe displacement; P9WIQ1; hit rate 0.06% among 320,000; in the data active = inhibition above about 10%, passing the limit was not always enough; inconclusive = no clear call, values can overlap the other calls
Target sequence (P9WIQ1 whole entry, looked up): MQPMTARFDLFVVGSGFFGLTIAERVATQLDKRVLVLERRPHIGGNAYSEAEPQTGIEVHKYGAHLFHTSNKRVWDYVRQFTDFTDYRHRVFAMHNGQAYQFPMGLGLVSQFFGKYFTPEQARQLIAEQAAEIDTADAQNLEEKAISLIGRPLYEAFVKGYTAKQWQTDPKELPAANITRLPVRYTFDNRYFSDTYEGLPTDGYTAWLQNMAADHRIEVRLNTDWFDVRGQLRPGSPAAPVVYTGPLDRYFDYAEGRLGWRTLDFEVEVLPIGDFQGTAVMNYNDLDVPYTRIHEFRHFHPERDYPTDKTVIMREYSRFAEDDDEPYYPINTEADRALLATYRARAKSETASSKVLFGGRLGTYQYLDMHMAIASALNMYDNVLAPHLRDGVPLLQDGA
MazF activator – MazEF (E. coli) toxin RNase activation; P0AE70; FAM/BHQ RNA-DNA oligo cleavage fluorescence, 5 h; activation, % at 20 µM; hit rate 0.32% among 350,000; AID 504720; in the data active = activation above about 50%
Target sequence (P0AE70 whole entry, looked up): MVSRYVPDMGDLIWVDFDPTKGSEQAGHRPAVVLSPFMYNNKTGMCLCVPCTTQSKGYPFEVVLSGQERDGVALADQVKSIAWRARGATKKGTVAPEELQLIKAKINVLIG
FadD28 FP inh – M. tuberculosis FadD28 bisubstrate binding inhibition; hit rate 0.22% among 360,000; AID 588549; inhibition, % at 12.5 µM; FadD28 bisubstrate probe binding, fluorescence polarization; in the data active = inhibition above about 8.5%, passing the limit was not always enough; inconclusive = no clear call, values can overlap the other calls
Rv3671c inh – inhibits the M. tuberculosis serine protease Rv3671c; P9WHR9; inhibition, % at 5.96 µM; hit rate 0.048% among 320,000; in the data active = inhibition above about 38%;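 note: extracellular domain of Rv3671c used as enzyme; 0% = enzyme with DMSO and 100% = no enzyme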
FBA Mtb inh – inhibitors of M. tuberculosis fructose-bisphosphate aldolase; AID 588726; hit rate 2.3% among 360,000; inhibition, % at 1 µM; purified M. tuberculosis FBA, fluorescence read-out; in the data active = inhibition above about 27%;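 note: 0% = vehicle and 100% = reference inhibitor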
Target sequence (P9WQA3 whole entry, looked up): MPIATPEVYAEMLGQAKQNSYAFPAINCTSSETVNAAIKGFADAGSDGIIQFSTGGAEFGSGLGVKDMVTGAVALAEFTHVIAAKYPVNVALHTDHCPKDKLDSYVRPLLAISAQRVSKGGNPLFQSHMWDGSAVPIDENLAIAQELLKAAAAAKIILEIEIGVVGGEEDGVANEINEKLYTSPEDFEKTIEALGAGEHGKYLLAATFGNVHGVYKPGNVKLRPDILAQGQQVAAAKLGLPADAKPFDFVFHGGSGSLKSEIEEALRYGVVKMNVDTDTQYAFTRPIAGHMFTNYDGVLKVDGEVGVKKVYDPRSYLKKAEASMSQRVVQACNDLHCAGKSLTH
CCHFV vOTU inh – blocks the CCHF virus ovarian tumor domain protease | CCHFV vOTU protease, Pep-AMC fluorescence | inhibition, % at 11.5 µM | hit rate 0.55% among 370,000; note: 0% = vehicle wells with enzyme and 100% = no enzyme wells
VHR inh abs – inhibitors of human VHR1 phosphatase (DUSP3). P51452. recombinant VHR phosphatase, pNPP absorbance. inhibition, % at 13.3 µM. hit rate 0.52% among 290,000. AID 1654; in the data active = inhibition above about 50%; note: some compounds called inactive have numbers as strong as hits
Target sequence (P51452 whole entry, looked up): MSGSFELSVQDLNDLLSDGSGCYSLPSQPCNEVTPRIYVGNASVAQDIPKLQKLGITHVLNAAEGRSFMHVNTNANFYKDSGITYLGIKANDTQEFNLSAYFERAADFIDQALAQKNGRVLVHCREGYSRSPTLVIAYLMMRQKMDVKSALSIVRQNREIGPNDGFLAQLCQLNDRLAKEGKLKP
BioA inh – inhibitors of Mycobacterium tuberculosis BioA enzyme | inhibition, % at 9.99 µM | hit rate 0.096% among 360,000 | AID 602481 | purified M. tuberculosis BioA enzyme, plate reader; in the data active = inhibition above about 40%; inconclusive = no clear call, values can overlap the other calls
GDH-TPI counter – counter-screen for M. tuberculosis FBA inhibitors: GDH-TPI coupled enzymes; GDH-TPI coupled enzyme counterscreen, NADH absorbance; inhibition, % at 4.8 µM; hit rate 1.2% among 360,000; AID 588335;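 note: 0% = DMSO wells and 100% = wells lacking the enzyme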
BoNT F protease – blocks Botulinum neurotoxin F light chain protease; inhibition, % at 10 µM; Multiplex microsphere protease cleavage assay, flow cytometry; hit rate 0.22% among 360,000; in the data active = inhibition above about 35%, passing the limit was not always enough; inconclusive = no clear call, values can overlap the other calls; note: plate controls were buffer without enzyme for full effect and enzyme alone for no effect
The depositor's hits bear a star; ? = inconclusive; . = no result given; + = active, no number. Cut-off read from the data, not from the text of the source, unless noted: active = inhibition above about 30%; inactive = the rest.

Values in the order: UGM FP inh	MazF activator	FadD28 FP inh	Rv3671c inh	FBA Mtb inh	CCHFV vOTU inh	VHR inh abs	BioA inh	GDH-TPI counter	BoNT F protease
Cc1ccc(Nc2nc(CSc3nnnn3-c3ccccc3)cs2)cc1
 : -1.2	-3	-0.9	-2	-5	2	14	-2.9	1	-12
O=C(O)C1C2C=CC(C2)C1C(=O)Nc1ccc2c(c1)OCCO2 (configuration not stated)
 : 0.4	-1	1.8	1	-2	.	-13	0.8	-6	-13
CCNC(=O)CSc1nc2sccc2c(=O)n1-c1ccccc1
 : 2.0	2	.	0	1	1	26	-1.1	5	-7
CCOc1ccc(N(CC(=O)Nc2c(C)cccc2C)S(=O)(=O)c2c(C)[nH]c(=O)[nH]c2=O)cc1
 : -1.5	-9	-1.0	-4	91*	-8	16	-1.3	17	-2
Cc1c(C)n(Cc2ccc(F)cc2)c2ccc(C(=O)NCCN3CCOCC3)cc12
 : 0.1	9	-24	1	0	16	11	3.0	0	7
COc1ccc(CNC(=O)[C@H](C)NC(=O)C2CC(=O)N(c3ccc4c(c3)OCO4)C2)cc1 (some centres not stated)
 : 1.4	10	-2.0	0	7	16	18	-2.0	-1	4
Cc1cc(CNC(=O)C2(C(F)(F)F)C/C(=C\CCO)CCCO2)nn1C (configuration not stated)
 : -2.1	8	0.7	1	1	16	.	-1.6	3	-2
Cc1ccc(C(=O)Nc2ccccc2C(=O)N2CCCC(C)C2)cc1 (configuration not stated)
 : -1.2	11	.	4	5	11	4	-0.3	0	-8
COC(=O)N/N=C(\C)c1ccccc1Br
 : 1.3	6	0.8	0	2	7	20	-0.6	-3	.
COc1ccc(N2CC(C(=O)Nc3ccc(S(=O)(=O)N4CCOCC4)cc3)CC2=O)cc1 (configuration not stated)
 : 1.9	5	-2.9	10	1	-12	14	-1.0	3	-3
CC1NC(=O)NC1CCCCC(=O)O (configuration not stated)
 : 1.3	9	-1.9	8	3	0	5	-1.2	-3	?
Cc1noc(C)c1C(=O)OC(C)C(=O)NC(C)c1ccc(Cl)cc1Cl (configuration not stated)
 : 0.4	4	-4.1	3	-1	8	.	5.8	9	0
O=C(c1ccc(C(F)(F)F)cc1)C1CCCN(Cc2cccn2-c2ncccn2)C1 (configuration not stated)
 : 1.1	9	-2.7	6	0	11	3	2.5	2	5
O=C(CCCOc1ccc(Cl)cc1Cl)N/N=C/c1ccc(Cl)cc1
 : 2.9	4	-3.4	3	0	-9	33	-1.3	-4	-6
CCCS(=O)(=O)c1nc(S(=O)(=O)c2ccc(C)cc2)c(N2CCC3(CC2)OCCO3)s1
 : 2.5	-1	-1.1	0	0	8	-2	1.1	6	3
CCOc1[nH]n(-c2ccccc2)c(=O)c1C=NCC(=O)OC
 : 3.9	11	-1.2	-3	0	4	9	-1.0	1	-1
CC1CCC(C(=O)NC(C(=O)N2CCN(c3ccccn3)CC2)C(C)C)CC1 (configuration not stated)
 : 2.4	6	-2.0	-5	1	-6	-12	0.4	4	-3
O=C(COC(=O)COc1ccc2ccccc2c1)NC1CCCc2ccccc21 (configuration not stated)
 : -4.0	-2	-3.4	-8	0	6	-1	-2.1	4	0
Cc1cc(C)n2nc(SCC(=O)N3CCN(c4ccc(F)cc4)CC3)nc2n1
 : 0.3	12	-4.4	5	-1	-5	.	?	0	-2
O=C(COC(=O)C(Cc1ccccc1)NC(=O)c1ccco1)NC1CC1 (configuration not stated)
 : -0.2	1	-3.1	10	-1	-7	-17	0.9	-4	-9
CCOc1ccccc1NC(=O)c1cnccn1
 : -0.2	5	-2.6	-1	-5	-8	-12	-0.9	8	-2
CCOc1cnc(-c2ccccc2F)o1
 : -4.4	5	0.0	8	-1	-7	14	.	1	3
CCc1cccc(NS(=O)(=O)c2ccc3c(c2)NC(=O)CO3)c1
 : -0.7	-3	-1.1	-19	-1	-8	16	-0.6	1	0
CCOC(=O)c1oc2ccc(Br)cc2c1COC(=O)C1=COCCO1
 : -1.0	2	-0.2	6	0	17	.	-1.3	-8	2
O=C(Nc1cccc(Cl)c1)Nc1ccc2c(c1)C(=O)OC2
 : 0.8	4	-3.0	-3	-3	-8	-4	.	-4	5
O=C(Cc1nn[nH]n1)NCc1ccccc1Cl
 : 5.7	-9	-2.1	2	9	8	0	0.4	-1	19
COCC(=O)Nc1ccc(S(=O)(=O)NCC2CCCO2)cc1 (configuration not stated)
 : 2.6	8	-3.8	0	-2	-4	18	-0.8	-9	?
O=C(NCc1ccncc1)c1ccc(Cl)c(S(=O)(=O)N2CCOCC2)c1
 : -0.3	8	-4.8	2	-1	-2	36	.	-3	-2
COc1ccc(NC(=O)CC2C(=O)N(c3cccc(OC)c3)C(=O)N2Cc2ccco2)cc1 (configuration not stated)
 : 0.7	6	0.7	3	1	-3	27	0.5	-5	-2
COc1ccc(C(=O)NC(CC(=O)O)c2cc([N+](=O)[O-])ccc2Cl)cc1 (configuration not stated)
 : -2.4	19	-0.2	9	2	18	16	-0.2	6	-8

Reformatted as a markdown table: part of the list above.
| Compound | UGM FP inh | MazF activator | FadD28 FP inh | Rv3671c inh | FBA Mtb inh | CCHFV vOTU inh | VHR inh abs | BioA inh | GDH-TPI counter | BoNT F protease |
| --- | --- | --- | --- | --- | --- | --- | --- | --- | --- | --- |
| COCC(=O)Nc1ccc(S(=O)(=O)NCC2CCCO2)cc1 (configuration not stated) | 2.6 | 8 | -3.8 | 0 | -2 | -4 | 18 | -0.8 | -9 | ? |
| CCc1cccc(NS(=O)(=O)c2ccc3c(c2)NC(=O)CO3)c1 | -0.7 | -3 | -1.1 | -19 | -1 | -8 | 16 | -0.6 | 1 | 0 |
| CCOc1cnc(-c2ccccc2F)o1 | -4.4 | 5 | 0.0 | 8 | -1 | -7 | 14 | . | 1 | 3 |

The results go on:
Values in the order: UGM FP inh	MazF activator	FadD28 FP inh	Rv3671c inh	FBA Mtb inh	CCHFV vOTU inh	VHR inh abs	BioA inh	GDH-TPI counter	BoNT F protease
O=C(CCNC(=O)N1CC(=O)Nc2ccccc21)NCc1ccc(Cl)cc1
 : .	2	-2.5	.	-3	0	.	1.3	3	1
O=C(COC(=O)CC(NC(=O)c1ccccc1Cl)c1ccccc1)Nc1cccc(F)c1 (configuration not stated)
 : -0.3	2	-4.8	-3	-1	3	33	.	-1	1
COc1cc(OC)c(/C=N/NC(=O)c2ccc([N+](=O)[O-])cc2)cc1Br
 : -0.6	28	-2.4	9	2	-4	34	-0.6	10	-10
Cc1c(C(=O)O)cccc1-c1ccc(/C=N/n2cnnc2)o1
 : 0.7	-6	0.6	-1	3	6	26	1.3	31*	14
CNC(=O)Cn1nc(-c2ccc(C)c(S(=O)(=O)N(C)C)c2)c2ccccc2c1=O
 : 0.0	6	-4.2	5	0	0	5	-1.4	-5	5
COc1ccc2cc(C(N)=O)/c(=N/NC(=O)c3ccco3)oc2c1
 : 0.1	5	-1.4	2	1	-6	23	.	22	-5
CCOc1ccccc1NC(=O)C(CC)Sc1nc2ccsc2c(=O)n1CCC(=O)O (configuration not stated)
 : -0.2	-3	-3.5	7	1	8	-14	3.0	2	2
Cc1ccc(CNC(=O)C(C(=O)NCc2ccc(C)o2)c2ncc(C(F)(F)F)cc2Cl)o1
 : 0.2	1	-1.5	0	0	6	9	.	-8	-11
CC(=O)c1ccc(-c2nc3ccccc3n2C)o1
 : -1.3	-1	-0.2	3	+	-243	21	-2.0	27	-7
O=c1[nH]c(=O)n(-c2cccc(Cl)c2)c(O)c1C=NCCCN1CCOCC1
 : -1.4	6	-0.5	0	1	10	-2	-3.4	-3	4
C/C(=N\NC(=O)C1CCCC1)c1ccc(Cl)cc1Cl
 : -0.9	2	-4.3	.	2	10	-8	-1.7	-4	6
O=C(Nc1nc2ccccc2n1CCN1CCOCC1)c1cn(-c2ccccc2)nc1-c1ccccc1
 : -0.5	-1	-4.5	-26	1	14	-4	-0.6	42*	-4
O=c1c2[nH]c3ccc(Cl)cc3c2ncn1Cc1ccccn1
 : .	-11	0.3	.	-2	5	-28	0.1	12	-4
Nc1nc(C2C(=O)CCCC2=O)cs1
 : 0.7	-12	0.9	0	-2	9	6	.	-1	-6
Cc1ccc(-n2nnnc2SCC(=O)c2ccc3c(c2)NC(=O)CO3)c(C)c1
 : 0.8	31	-3.6	-9	-1	-8	33	-1.6	2	-3
O=C(c1ccco1)N1CCN(C(=S)NC2CC3CCC2C3)CC1 (configuration not stated)
 : 0.0	0	-2.9	-5	3	-7	18	.	-6	-2
Cc1ccc(S(=O)(=O)N(Cc2n[nH]c(=S)n2-c2ccccc2)c2cccc(Cl)c2)cc1
 : -0.4	3	0.5	-1	3	-1	4	.	1	-6
Cc1ccc(N)c([N+](=O)[O-])c1
 : 1.1	5	-0.4	6	-2	0	.	-1.0	3	-4
COCCn1c(-c2ccccc2)nc2oc3ccccc3c(=O)c2c1=O
 : -0.6	0	-4.7	0	-1	-2	18	-2.0	0	3
O=C(N1CCN(Cc2ccc3c(c2)OCO3)CC1)C(Cl)(Cl)Cl
 : 0.2	11	-2.7	2	0	-3	14	0.5	0	?
Cc1ccc(/C(N)=N/OC(=O)COc2cccc3ccccc23)cc1
 : .	-3	-4.2	.	-1	-1	.	-1.0	-3	0
COc1ccc(Cl)cc1NC(=O)C/C(C)=N/NC(=O)c1ccccc1Cl
 : -0.6	4	-0.4	-6	0	18	4	-0.6	16	14
Cc1ccc2nc(N3CC(C)OC(C)C3)nc(-c3ccccc3)c2c1 (configuration not stated)
 : -3.8	9	-0.9	3	12	-17	-13	-3.6	4	3
Cc1ccc(OCC(=O)N2CCc3ccccc3C2)c(Br)c1
 : -1.5	-2	-2.6	1	4	1	36	0.8	10	-2
O=C(Nc1nc2cc3c(cc2s1)OCCO3)c1ccc([N+](=O)[O-])o1
 : -2.3	5	-2.1	-2	-4	9	-4	1.0	0	-1
CC1(C)CCC(=O)N(c2ccccc2)C1=O
 : -0.6	4	1.5	3	5	12	-10	.	10	-13
O=C(N/N=C/C=C/c1ccccc1)c1cccc(Br)c1
 : 3.0	53*	-1.7	10	-6	11	39	-0.9	65*	-7
COc1cc(SC)ccc1C(=O)Nc1ccccn1
 : 0.7	9	-2.5	-11	24	13	2	1.7	2	-2
Clc1cccc(Cl)c1CO/N=C/c1cccs1
 : 0.5	7	-2.4	4	1	-8	27	.	12	-1
c1ccc(-c2nn3c(-c4ccco4)nnc3s2)nc1
 : -0.7	0	1.4	-2	7	6	21	2.1	4	0
Cc1cccc(C)c1NC(=O)CN(C)CC(=O)Nc1ccccc1Oc1ccccc1
 : -3.1	8	-2.8	7	-5	-8	12	.	6	-2
Cc1ccc(S(=O)(=O)N2CCCC2C(=O)NCc2ccco2)cc1 (configuration not stated)
 : 2.7	2	-3.6	3	-1	-11	-11	-1.0	9	2
FC(F)(F)c1cc(C(F)(F)F)c2ccc(N3CCOCC3)nc2n1
 : -3.0	4	-1.5	-3	1	-12	24	-0.2	8	-39
CCN1C(=O)/C(=C\N2CCN(C)CC2)SC1=S
 : -0.3	-5	-1.1	-2	-2	10	25	0.8	9	-3
CCOC(=O)c1cnn(Cc2ccccc2Cl)c1N
 : 1.0	3	-3.5	1	-1	3	33	-2.2	-9	-4
CCOc1ccccc1C(=O)Nc1cc(C(=O)NCCc2ccccc2)ccc1Cl
 : 1.8	-1	-3.2	-1	-1	6	2	-1.2	14	3
COc1cc(NC(=O)CN2C(=O)COc3ccc(S(=O)(=O)N4CCCC4)cc32)cc(OC)c1
 : -0.2	-6	-5.3	2	0	-2	18	0.1	8	-2
CC(C)(C)NC(=O)CN(Cc1ccccc1)S(=O)(=O)c1ccccc1
 : 0.2	-5	0.7	1	5	2	28	0.4	0	1
COC(=O)CN(C(=O)CSc1nnc(-c2cccc(OC)c2)o1)c1ccc(OC)cc1
 : 2.3	6	-1.8	-6	0	-8	-6	-0.2	3	-6
COc1ccc(N(CC(=O)Nc2ccc(C)c(C)c2)S(=O)(=O)c2c(C)n[nH]c2C)cc1
 : -2.6	-10	-3.9	3	4	0	21	0.7	-5	0
CCC(=O)C1=C(N2CCCC2)CC(C)(C)CC1=O
 : -0.8	3	0.9	6	-1	-1	2	1.6	6	5

Bioassay records as filed in PubChem BioAssay.
